From PubChem BioAssay
MLLE-PAM2 inh – inhibitors of microRNA-mediated deadenylation, human PABP1 MLLE binding; 0.36% of 360,000 active; GST-MLLE / FITC-PAM2 fluorescence polarization; inhibition, % at 20 µM; P11940; in the data active = inhibition above about 35%, passing the limit was not always enough;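 also: plate controls were DMSO wells with GST-MLLE for no effect and wells lacking GST-MLLE protein for full effect; some results filed as inactive read as strong as hits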
FAS TE block – FAS thioesterase (human) inhibition. P49327. 0.67% of 360,000 active. AID 602261. recombinant FAS-TE, OMFH fluorogenic substrate, fluorescence endpoint. inhibition, % at 15 µM;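 active = compounds whose normalised, plate-corrected inhibition of enzyme fluorescence in the single-dose primary screen is 50% or more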;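 also: 0% = DMSO with enzyme and 100% = substrate without enzyme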
MT1-MMP act inh – blocks activation of human MT1-MMP; P50281; HT1080 RFP-PRO-GFP cells, GFP/RFP ratio fluorescence, overnight; percent of plate control window, DMSO zero; GFP/RFP ratio change, % at 20 µM; 0.061% of 360,000 active; AID 651647;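 active = GFP/RFP ratio change of at least 30% with cell ATP level not reduced by more than half and red fluorescence within 50% of control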; also: strong numbers were not always called active
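system = RFP-PRO-GFP reporter HT1080 cells | dosing = 20 µM single dose, 1% DMSO | timing = overnight cell settling, then overnight compound exposure, 37 °C, 5% CO2 | read-out basis = GFP/RFP fluorescence ratio | controls = DMSO and RFP-L50D-GFP cell wells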
Rpn11 inh – Rpn11 (human) deubiquitinase inhibition; O00487; human 26S proteasome, Ub4-pepOG fluorescence polarization; 20S core pre-blocked with epoxomicin; calls only at 20 µM; 0.59% of 360,000 active; AID 588493;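 active = inhibition at 20 µM, scaled to each plate's controls, above about 33%, limit read from the data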
NadD block – inhibitors of Staphylococcus aureus NadD | 0.78% of 360,000 active | purified NadD enzyme, colorimetric absorbance read-out | inhibition, % at 20 µM; in the data active = inhibition above about 26%; also: some compounds past the cut are filed as inactive
CSN deneddyl inh – inhibitors of human CSN-mediated cullin deneddylation. Q92905. Purified CSN, SCF-Nedd8-OG deneddylation, fluorescence polarization. inhibition, % at 12.5 µM. 0.38% of 360,000 active. AID 651999;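 active = pattern-corrected inhibition above about 35%, with an unprinted fluorescence ratio check between 0.5 and 1.5, limit read from the data, passing the limit was not always enough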;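 also: 0% = enzyme with substrate and 100% = substrate without enzyme; some results filed as inactive read as strong as hits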
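Assay system: purified human Csn5 enzyme expressed in HEK293T cells; measure: % inhibition; also added: SCFSkp2-Nedd8OG substrate at 10 nM final; technique: fluorescence polarization; times: reaction 90 min, room temperature; medium: Tris buffer pH 7.5, NaCl, DTT, Tween-20, trehalose, ovalbumin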
Rin1-Abl PPI inh – inhibitors of human Rin1-Abl protein interaction; P00519+Q13671; TR-FRET Rin1/Abl binding, biochemical; inhibition, % at 7.35 µM; 0.4% of 360,000 active; in the data active = inhibition above about 5%, passing the limit was not always enough
Neddyl block – inhibitors of human cullin neddylation; P61081+Q13564; TR-FRET cullin neddylation, biochemical; calls only at 25 µM; 0.58% of 360,000 active; AID 651699; in the data active = inhibition above about 36%
SKN-1 inh – inhibitors of C. elegans SKN-1; C. elegans VP596 Pgst-4::GFP/RFP ratio, acrylamide-induced, 24 h; inhibition, % at 21.8 µM; 0.49% of 360,000 active; AID 624304;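 active = interference check ratio from 0.5 to 1.5 plus GFP to RFP signal ratio inhibition reaching or exceeding a fixed threshold, cut at about 30% in these data, passing the limit was not always enough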; also: some compounds called inactive have numbers as strong as hits
Starred values were filed as active, the others as inactive; i = inactive; nt = no result given; + = active, no number. Rows were taken by chance. About 3.9% of those tested had a hit in this group.

SMILES | MLLE-PAM2 inh | FAS TE block | MT1-MMP act inh | Rpn11 inh | NadD block | CSN deneddyl inh | Rin1-Abl PPI inh | Neddyl block | SKN-1 inh
CCCn1c(=O)c(C(=O)NNS(=O)(=O)c2ccc(Cl)cc2)c(O)c2ccccc21 | -12 | 21 | 5 | i | 30* | 3 | -3 | i | 12
O=C(CSc1ncccc1C(=O)O)NC1CCCCCCC1 | -4 | -4 | -5 | i | -1 | 2 | -4 | i | 7
CSc1nc(-c2ccco2)cc(C(F)(F)F)c1C#N | -61 | 23 | -2 | + | 6 | -1 | -3 | i | 7
Cc1ccc(/C=N/NC(=O)Cn2cnc3ccccc32)cc1 | -4 | -11 | -3 | i | -2 | 5 | 0 | i | 1
CCn1c(C)c(C(=O)c2ccccc2)c(C#N)c1C(=O)O | 3 | -6 | 0 | i | -1 | -1 | 1 | i | -4
CCn1c(=O)c2sccc2n(Cc2ccc(C)cc2)c1=O | 10 | 5 | 1 | i | -8 | 4 | 2 | i | 6
COc1ccc(C(CNC(=O)c2ccc(S(=O)(=O)Nc3ccccc3OC)cc2)N2CCCC2)cc1 (stereo unspecified) | -11 | -1 | 0 | i | -2 | 0 | -1 | i | -13
O=c1[nH]c([N+](=O)[O-])nn1C(c1ccccc1)c1ccccc1 | 20 | -2 | 1 | i | 1 | -2 | 4 | i | 0
CCCC(=O)Nc1ccc(NC(=O)c2ccccc2)nc1 | -2 | -2 | -2 | i | -2 | 4 | -2 | i | -16
CCN(c1ccc(NC(=O)COC(=O)c2ccc3ccccc3n2)cc1)C(C)C | -3 | 2 | 6 | i | -2 | 5 | 4 | i | 8
CC(CC(=O)NCc1ccccc1)C1CCCO1 (stereo unspecified) | -2 | -4 | 5 | i | 0 | 0 | 0 | i | 0
CC(C)Cn1c(SCC(=O)NC2CC2)nc2ccc(Cl)cc2c1=O | -5 | 0 | -1 | i | 0 | 2 | 2 | i | -6
O=C(COC(=O)CSc1nnc(-c2ccc(Cl)cc2)o1)Nc1cc(Cl)cc(Cl)c1 | -37 | 7 | -1 | i | -1 | 1 | 1 | i | -8
CC12CCC(CC1=O)C2(C)C (stereo unspecified) | -12 | -4 | 1 | i | 3 | -5 | -3 | i | 9
COc1cc(/C(C)=N/NC(=O)c2ccc(CSc3nncn3C)cc2)cc(OC)c1OC | 7 | -4 | 0 | i | -3 | 1 | -3 | i | -4
CCOC(=O)CN=C1CC(C)(C)CC2=C1Sc1ncnc(N(C)C)c1N2 | 32 | -11 | -21 | i | 13 | -9 | -3 | i | 13
CSc1ccc(/C=N/NC(=O)CN2CCN(Cc3ccc(Cl)cc3)CC2)cc1 | 0 | -1 | 3 | i | 5 | -14 | -1 | i | -11
COc1ccccc1N1CC(C(=O)NCCC2=CCCCC2)CC1=O (stereo unspecified) | 8 | 6 | 5 | i | -7 | 2 | 2 | i | 0
O=C(c1cccc(C(F)(F)F)c1)N1CCC2(CC1)NCCc1[nH]cnc12 | -5 | -11 | 3 | i | -8 | 2 | 1 | i | 15
O=C(CCS(=O)(=O)c1cccc2nsnc12)NCc1ccccc1Cl | -8 | -7 | 0 | i | -7 | 0 | 3 | i | -11
COc1ccc(C(=O)NN2CCOCC2)cc1 | 12 | -3 | 1 | i | -4 | -2 | -1 | i | -5
O=C(O)c1nccnc1C(=O)Nc1ccc(Oc2c(Cl)cccc2Cl)nc1 | 4 | -3 | 4 | i | 3 | -2 | 0 | i | 13
O=C(c1c[nH]c2ccccc12)C(F)(F)F | 2 | -10 | -1 | i | -2 | 0 | -1 | i | -8
Cc1ccc(NC(=S)NCc2ccc(Cl)cc2)c(C)c1 | -28 | 7 | 4 | i | 1 | 7 | -4 | i | 0
COc1ccc(NC(=O)c2cccc(N3C(=O)C4CC=C(C)CC4C3=O)c2)c(OC)c1 (stereo unspecified) | -8 | 0 | 1 | i | -7 | -1 | 0 | i | -3
CC(=O)NC1=NN(C(C)=O)C(C)(c2ccccc2)S1 (stereo unspecified) | 1 | -9 | -1 | i | -6 | -2 | -2 | i | 11
O=C(NCc1ccccc1)/C(=C/c1ccccc1)NC(=O)c1ccco1 | 1 | -1 | 1 | i | -4 | 7 | 0 | i | 15
CC(C)NCC(O)COc1ccc2c(c1)CCC2 (stereo unspecified) | 0 | -12 | 4 | i | -4 | -10 | -2 | i | -4
CC1(C)CC(=O)C(=Cc2cn(CCC#N)nc2-c2ccc(F)cc2)C(=O)C1 | 17 | -10 | 2 | i | 8 | 3 | -4 | i | 5
COc1ccc(OC)c(CN2CCN(C(=O)c3ccc(F)cc3)CC2)c1 | -6 | -3 | 0 | i | 0 | 1 | 0 | i | -7
Cc1cc(C)c(S(=O)(=O)c2ccc(C(C)(C)C)cc2)c(Cl)n1 | 1 | 23 | 0 | i | -10 | -5 | 0 | i | -1
O=C(COc1cc(Cl)c(Cl)cc1Cl)Nc1ccc([N+](=O)[O-])cc1Cl | -16 | 0 | 1 | i | -4 | 0 | 0 | i | 15
O=C(Cc1ccccc1)NCc1ccc(F)cc1 | -3 | -4 | 4 | i | 1 | -8 | 0 | i | 13
CCS(=O)(=O)c1nc2ccccc2n1Cc1ccccc1Cl | 8 | 5 | 6 | i | -4 | -2 | 5 | i | 4
CNC(=S)NCc1ccc(OC)cc1 | -70 | -7 | 8 | i | -3 | -15 | 2 | i | -3
COc1cc(C2NC(=O)NC(C)=C2[N+](=O)[O-])cc(OC)c1OC (stereo unspecified) | 5 | -2 | -2 | i | -5 | 2 | -3 | i | -5
COc1ccc2c(c1)c1nc3ccccc3nc1n2CCCN1C(=O)c2ccccc2C1=O | 6 | -12 | -46 | i | 1 | 11 | 1 | i | -1
NS(=O)(=O)c1ccc(CCNC(=O)COC(=O)/C=C/c2ccc(OC(F)F)cc2)cc1 | -12 | -5 | 2 | i | -7 | -2 | 3 | i | 22
CCc1nc2ccc(C(=O)NC3CCN(Cc4ccccc4)CC3)cn2c1N(CC)CCOC | -7 | -5 | 0 | i | -1 | 1 | 1 | i | 5
Cc1nc(-c2coc3c(CN(C)C)c(O)ccc3c2=O)cs1 | -7 | -4 | 4 | i | 2 | -5 | -9 | nt | -3
Cc1cccc(C)c1OCc1cc(C(=O)N2CC3C[C@@H]4CC2C[C@H](C3)C4)no1 | 5 | 24 | -4 | i | 0 | -3 | 0 | i | 15
O=C(O)COC(=O)C1C(c2ccccc2)C(C(=O)O)C1c1ccccc1 (stereo unspecified) | -5 | -5 | 1 | i | 4 | -12 | -2 | i | 3
CCOC(=O)c1cccc(NC(=S)NCc2ccc(C)cc2)c1 | -24 | 9 | -2 | i | 0 | 11 | 1 | i | 10
COc1ccc(C(=O)NC2CC(C)(C)Cc3occc32)cc1 (stereo unspecified) | -4 | -2 | -1 | i | 3 | -1 | -3 | i | 6
Cc1cc(C)cc(NC(=O)C2CCCCN2S(=O)(=O)c2ccccc2)c1 (stereo unspecified) | -5 | 10 | -1 | i | -2 | 0 | 1 | i | 6
O=C1c2ccccc2C(=O)C1c1ccc(O)cc1 | 3 | 0 | 3 | i | -1 | 8 | 0 | nt | -6
CC(Cl)C(=O)NN=C(c1ccccc1)c1ccccc1 (stereo unspecified) | -2 | 0 | 2 | i | 2 | -8 | 0 | i | -10
O=C(Cc1ccccc1)NC(Nc1ccccc1)C(Cl)(Cl)Cl (stereo unspecified) | 4 | 2 | 1 | i | 0 | -2 | 2 | i | 1
Cc1ccccc1N=Cc1cccc(O)c1O | -2 | -6 | -5 | i | 1 | -8 | -1 | i | 7
CCCCNc1cc(NC(C)=O)cc2cc(OC)c(OC)cc12 | -47 | -3 | -59 | nt | 1 | 19 | -6 | i | 7

Some of these compounds in order of their number in NadD block, largest number first.
mol | MLLE-PAM2 inh | MT1-MMP act inh | Rpn11 inh | NadD block | CSN deneddyl inh | Rin1-Abl PPI inh | Neddyl block | SKN-1 inh
COc1ccc(C(=O)NC2CC(C)(C)Cc3occc32)cc1 (stereo unspecified) | -4 | -1 | i | 3 | -1 | -3 | i | 6
Cc1ccccc1N=Cc1cccc(O)c1O | -2 | -5 | i | 1 | -8 | -1 | i | 7
Cc1cccc(C)c1OCc1cc(C(=O)N2CC3C[C@@H]4CC2C[C@H](C3)C4)no1 | 5 | -4 | i | 0 | -3 | 0 | i | 15

(list continues)
SMILES | MLLE-PAM2 inh | FAS TE block | MT1-MMP act inh | Rpn11 inh | NadD block | CSN deneddyl inh | Rin1-Abl PPI inh | Neddyl block | SKN-1 inh
C=C(c1cn(C(C)=O)c2ccccc12)c1cn(C(C)=O)c2ccccc12 | 0 | 30 | -12 | i | 10 | -4 | 2 | i | 18
Cc1ccccc1OCC(=O)NCc1ccccc1 | -2 | -6 | 1 | i | 3 | -1 | 1 | i | -4
COc1ccc(S(=O)(=O)N(C)CC(=O)NCc2cccnc2)cc1C | 10 | -8 | 2 | i | -1 | 2 | 3 | i | -11
COc1cccc(NC(=O)CN(C)C(=O)c2ccc(-c3ccc(Cl)cc3)o2)c1 | 8 | 26 | -2 | i | -9 | 1 | 1 | i | -2
N#C/C(=N\Nc1cccc(Cl)c1)C(=O)c1ccccc1 | 1 | 1 | 6 | i | -1 | -2 | -1 | i | 1
CO/N=C/NC(=O)c1ccc([N+](=O)[O-])c(CS(=O)(=O)c2ccc(Cl)cc2)c1 | -1 | 7 | 1 | i | 3 | -7 | -4 | i | 26
Cc1cc(NC(=O)CSc2nnc(-c3cccnc3)n2Cc2ccccc2)no1 | -13 | -1 | -4 | i | 0 | -1 | -4 | i | 4
COc1ccc(CCNC(=O)CSc2nncs2)cc1 | -5 | -8 | -1 | i | -7 | -4 | -1 | i | 1
Cc1ccc(S(=O)(=O)N2CCCCC2)cc1NC(=O)CN1CCCC1c1cccs1 (stereo unspecified) | -17 | -1 | 8 | i | 2 | 1 | 1 | i | -18
COc1cccc(S(=O)(=O)N(C)C[C@@H]2OCc3cnnn3CCCC(=O)N([C@H](C)CO)C[C@H]2C)c1 | 16 | -6 | 2 | i | -3 | 0 | 0 | i | -6
CCOC(=O)c1cccc(NS(=O)(=O)c2c(C)[nH]c(C)c2C(=O)N2CCCC2)c1 | -13 | -5 | -1 | i | -4 | -2 | -3 | i | 30
O=C(NCc1ccccc1Cl)[C@H]1CCCN1C(=O)[C@H]1CCCN1C(=O)c1cccc2ccccc12 | nt | -9 | 8 | nt | 1 | 2 | nt | i | 2
CS(=O)(=O)c1ccc(Cl)c(NC(=O)CSc2nnc(-c3cccs3)n2N)c1 | -9 | -4 | -3 | i | 1 | -6 | 2 | i | -10
CN1C(C(=O)NCc2ccco2)CC2Cn3c(nc4ccccc43)C21 (stereo unspecified) | 1 | -12 | -1 | i | -1 | 3 | 3 | i | 0
COc1ccc(CCn2nnnc2C(c2ccc(Cl)cc2)N2CCN(C)CC2)cc1OC (stereo unspecified) | 5 | -11 | 1 | i | -3 | 1 | -1 | i | -1
CCOc1cc(OCC)cc(C(=O)N2CCC[C@H]2C(=O)N2CCC[C@H]2C(=O)NCc2ccncc2)c1 | nt | -9 | 1 | nt | 2 | -3 | nt | i | 7
CC1=C(C(=O)OC(C)C)C(c2cccc(F)c2)n2ncnc2N1 (stereo unspecified) | -13 | -3 | 1 | i | -1 | -1 | -3 | i | -6
Cc1ccc(S(=O)(=O)N(C)C)cc1NC(=O)COC(=O)Cc1cccs1 | 5 | -5 | 4 | i | -1 | -2 | -2 | i | 6
